RXFP1 antagonist: qHTS Assay for Antagonists of the Relaxin Receptor RXFP1; Relaxin receptor 1 (Homo sapiens), Q9HBX9; activity change, negative = inhibition, % at 57.5 µM; HEK293-RXFP1, relaxin-stimulated cAMP HTRF, 30 min; stronger effect = lower value; 350,000 tested, 0.59% active;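 active means activity change of -60% or lower, but not beyond a set lower limit; inconclusive means change between -60% and -40%, or beyond the set limit; inactive means change above -40%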
Target sequence (Q9HBX9 whole entry, looked up): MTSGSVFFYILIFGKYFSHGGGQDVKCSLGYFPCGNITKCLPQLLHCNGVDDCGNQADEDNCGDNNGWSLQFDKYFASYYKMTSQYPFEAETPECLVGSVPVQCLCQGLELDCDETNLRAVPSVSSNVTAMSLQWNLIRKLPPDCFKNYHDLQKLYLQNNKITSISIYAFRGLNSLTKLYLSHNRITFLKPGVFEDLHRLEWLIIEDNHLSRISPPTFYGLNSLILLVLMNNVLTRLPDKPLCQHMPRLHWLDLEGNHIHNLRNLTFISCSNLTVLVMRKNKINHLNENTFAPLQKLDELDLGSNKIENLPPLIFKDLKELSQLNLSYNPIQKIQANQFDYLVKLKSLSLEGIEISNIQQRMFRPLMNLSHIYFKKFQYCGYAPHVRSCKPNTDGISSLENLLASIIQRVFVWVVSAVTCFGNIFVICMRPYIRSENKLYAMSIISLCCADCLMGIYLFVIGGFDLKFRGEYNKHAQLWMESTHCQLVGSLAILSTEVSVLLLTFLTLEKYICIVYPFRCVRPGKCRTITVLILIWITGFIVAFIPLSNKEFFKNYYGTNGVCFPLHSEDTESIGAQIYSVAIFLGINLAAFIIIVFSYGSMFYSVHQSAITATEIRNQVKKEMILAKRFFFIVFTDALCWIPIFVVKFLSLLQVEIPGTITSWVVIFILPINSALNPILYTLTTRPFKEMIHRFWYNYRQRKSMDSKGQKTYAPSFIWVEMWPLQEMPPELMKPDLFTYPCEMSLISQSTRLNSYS
The depositor's hits bear a star; ? = inconclusive. On the % scale 0 is the no-effect control and ±100 the full control effect.

SMILES	RXFP1 antagonist
Cc1n[nH]c(=O)n(N=Cc2cccs2)c1=O	3
COCCNC(=O)c1ccc(N2CC3CC(C2)c2cccc(=O)n2C3)c(NC(=O)c2ccc(C(C)(C)C)cc2)c1 (configuration not stated)	-2
COc1cc(C=C2NC(=O)NC2=O)ccc1O	2
CC(=O)Oc1ccc(C)cc1	-7
Cc1ccc(C)c(NC(=O)CN2C(=O)c3ccccc3C2=O)c1	10
CN(Cc1cccc(Cl)c1Cl)C(=O)CCNC(=O)c1ccco1	-21
CC1(C)CC2CC(C)(CN2C(=O)COC(=O)c2ccc(O)cc2O)C1 (configuration not stated)	0
COc1ccccc1OCC(=O)NCC1CCCN(C(=O)c2cccc(C)c2)C1 (configuration not stated)	5
CN1/C(=C/C=C/c2n(C)c3cc([N+](=O)[O-])c([N+](=O)[O-])cc3[n+]2C)C(C)(C)c2ccccc21	-13
C[C@@H]1CN([C@H](C)CO)C(=O)CCCn2cc(nn2)CO[C@H]1CN(C)S(=O)(=O)c1ccc(-n2cccn2)cc1	17
COc1cc(N)c(Cl)cc1C(=O)OCC(=O)N1c2ccccc2NC(=O)C1(C)C	3
O=C(Nc1ccc(N2CCCC2)c(Cl)c1)c1ccccc1F	1

SMILES	RXFP1 antagonist
N#CC(CC(=O)OCc1ccccc1)NC(=O)OCc1ccccc1 (configuration not stated)	5
CCCN(C)C[C@@H]1Oc2ncc(Br)cc2C(=O)N([C@@H](C)CO)C[C@H]1C	1
COC1C=COC2(C)Oc3c(C)c(O)c4c(O)c(c(CN5CCN(C)CC5)c(O)c4c3C2=O)NC(=O)C(C)=CC=CC(C)C(O)C(C)C(O)C(C)C(OC(C)=O)C1C (configuration not stated)	-8
C=CCNC(=O)c1ccc(-c2nc3ccccc3nc2-c2ccccc2)cc1	8
Oc1ccccc1C=NN1CCCCCC1	-2
O=C(CSc1nc(-c2ccco2)cc(C(F)(F)F)n1)NC1CCCCCCC1	9
CCOC(=O)c1csc(CCNC(=O)c2ccccc2)n1	-7
COc1ccc(OC)c(/C=C/C(=O)OCC(=O)N2C(C)CCCC2C)c1 (configuration not stated)	-1
CC(=O)Nc1sc(C)c(C)c1C(=O)OCC(=O)Nc1ccc(S(N)(=O)=O)cc1	-3
CCOc1ccc(S(=O)(=O)/N=C(/Nc2ccc(C(C)=O)cc2)c2ccccc2)cc1	-1
CC1C=CC=CC=CC=CC=CC=CC=CC(OC2OC(C)C(O)C(N)C2O)CC2OC(O)(CC(O)CC(O)C(O)CCC(O)CC(O)CC(=O)OC(C)C(C)C1O)CC(O)C2C(=O)O (configuration not stated)	5
CSc1nnc(Cn2c(=O)sc3ccccc32)n1-c1ccccc1C	1

SMILES	RXFP1 antagonist
Cc1cc2c(=O)[nH]c(N)nc2[nH]1	2
Cc1ccc2c(c1)sc1nncn12	13
COC1C(OC(=O)/C=C/C=C/C=C/C=C/C(=O)O)CCC2(CO2)C1C1(C)OC1CC=C(C)C (configuration not stated) (tested in a mixture with another compound)	-9
O=C(COC(=O)C1=NN(c2ccccc2)C(=O)CC1)Nc1nc(-c2ccc(F)cc2)cs1	?
COc1ccc(C(=O)OCC(=O)N2c3ccccc3CC2C)cc1S(=O)(=O)N1CCOCC1 (configuration not stated)	3
COc1ccc(C(=O)OCC(=O)NCc2ccc3c(c2)OCO3)cc1S(=O)(=O)N1CCOCC1	-6
Cc1cc2c(=O)n(C)c(SCC(=O)Nc3ccc(F)cc3)nc2s1	-5
Cn1c2ccccc2c(=O)c2c(=O)n(-c3ccc(F)cc3)c(C3CCCCC3)nc21	6
NNc1cc2c(nn1)CCN(C(=O)c1ccccc1)C2	9
CC(=O)N1CCN(c2ccc(S(=O)(=O)N3CCCCC3)cc2[N+](=O)[O-])CC1	-15
CNc1nc(NC)nc(NNC(=O)c2ccccc2)n1	-4
O=C(C=Cc1ccccc1)N1CCCCC1	-5

Fetched one by one from the entries so far:
SMILES	RXFP1 antagonist
Cc1ccc2c(c1)sc1nncn12	13
COc1ccc(C(=O)OCC(=O)NCc2ccc3c(c2)OCO3)cc1S(=O)(=O)N1CCOCC1	-6
Cc1cc2c(=O)n(C)c(SCC(=O)Nc3ccc(F)cc3)nc2s1	-5
COC1C(OC(=O)/C=C/C=C/C=C/C=C/C(=O)O)CCC2(CO2)C1C1(C)OC1CC=C(C)C (configuration not stated) (tested in a mixture with another compound)	-9

Next section.
SMILES	RXFP1 antagonist
C[C@H](NC(=O)c1ncn2c1C(=O)N[C@@H](C)C2)C(=O)OC(C)(C)C	7
O=C1c2ccccc2C(=O)c2c(/C=C/N3CCCCC3)ccnc21	9
COC(=O)c1ccc(COC(=O)CSCC(=O)Nc2ccc(C)cc2C)cc1	9
CCOC(=O)C1=C(COC(=O)CNS(=O)(=O)c2c(F)cc(F)cc2Br)NC(=O)NC1C (configuration not stated)	3
CCOc1ccccc1C(=O)NCC(=O)N(C)CC(=O)Nc1ccc(N2CCOCC2)cc1	-3
CCCCCC(=O)N(Cc1ccccc1)c1c(N)n(CCOC)c(=O)[nH]c1=O	-7
N#CCCC(C#N)(c1cccnc1)N1CCOCC1 (configuration not stated)	-6
CC(=NNC(=S)N1CCN(c2ccccn2)CC1)c1nccs1	11
CC(C)NC(=O)c1ccc(COc2cccc3ccccc23)o1	-1
O=C(O)CSc1cccnc1Sc1ccc(Cl)cc1	-1
COc1ccc(Cl)cc1C(=O)NNC(=O)c1[nH]c(C)c(C(C)=O)c1C	1
Cc1ccccc1C(=O)NC1CC2CCCC(C1)N2Cc1ccccc1Cl (configuration not stated)	-3

SMILES	RXFP1 antagonist
CC(=O)c1cccc(S(=O)(=O)N2CCC(C(=O)Oc3ccc(-c4nnco4)cc3)CC2)c1	-5
CCOc1ccc(-c2nnc(NC(=O)COc3ccccc3F)o2)cc1	1
Cc1ccc(S(=O)(=O)N2CCN(C(=O)COC(=O)c3ccc(Cl)c(S(N)(=O)=O)c3)CC2)c(C)c1	-2
CCOC(=O)c1cc(NC(=O)CSc2nnc(CN3CCOCC3)n2C)ccc1Cl	-14
COCC(C)n1c(SCC(=O)NC(=O)NCc2ccccc2)nc2ccccc2c1=O (configuration not stated)	-8
CC1CN=C(NS(=O)(=O)c2ccccc2)N1 (configuration not stated)	-8
CN(Cc1ccccc1)C(=O)COC(=O)c1cc(=O)[nH]c2ccccc12	-8
Cc1cc(C)c2nc(Nc3nc(CSc4nc5ccccc5[nH]4)cc(=O)[nH]3)nc(C)c2c1	-14
Cc1ccc(S(=O)(=O)N(C)CC(=O)NNC(=O)CCS(=O)(=O)c2ccccc2)cc1	-7
O=C(CSC1=NCCS1)N1N=C(c2cccs2)CC1c1ccc(F)cc1 (configuration not stated)	-1
CCN1CCN(S(=O)(=O)c2ccc(Cl)c(C(=O)N(C)C3CCCCC3)c2)CC1	-2
C[C@@H]1CN([C@@H](C)CO)C(=O)CCCn2nncc2CO[C@H]1CN(C)C(=O)CCC(F)(F)F	-5

Copied from the list:
RXFP1 antagonist, COCC(C)n1c(SCC(=O)NC(=O)NCc2ccccc2)nc2ccccc2c1=O (configuration not stated) reads -8
RXFP1 antagonist, Cc1cc(C)c2nc(Nc3nc(CSc4nc5ccccc5[nH]4)cc(=O)[nH]3)nc(C)c2c1 reads -14

(further entries)
SMILES	RXFP1 antagonist
O=C(CNc1cc(S(=O)(=O)N2CCOCC2)ccc1N1CCCC1)Nc1ccc(Cl)cc1	-19
CC(C)(C)c1ccc(C(=O)C2CC2)cc1	1
Cc1cnc(NC(=O)Cc2ccc(S(=O)(=O)N3CCOCC3)s2)s1	-5
O=C(NCc1ccccc1)c1ccc(CS(=O)Cc2cccc(Cl)c2)o1 (configuration not stated)	0
COCCn1nnnc1CN(CCc1ccccc1)Cc1cc2cc(OC)ccc2[nH]c1=O	4
CC(C)[C@H](NC(=O)c1ccccc1Cl)C(=O)OCC(=O)NCc1ccc2c(c1)OCO2	8
Nc1nnc2cc(F)ccc2n1	-1
COc1ccc2c(C)cc(=O)sc2c1	-4
Cc1ccc(OCCCCCCN2CCNCC2)cc1	-1
C[C@@H]1CN([C@@H](C)CO)C(=O)CCCn2nncc2CO[C@@H]1CN(C)C(=O)Nc1ccc(C(C)(C)C)cc1	4
O=C(c1cnc(Cl)c(Cl)c1)N1CCN(S(=O)(=O)c2cccs2)CC1	6
CCc1noc(C)c1C(=O)Nc1sc(C(=O)N(C)C)c(C)c1C#N	-8

SMILES	RXFP1 antagonist
S=C1SCN(Cc2ccccc2)CN1Cc1ccco1	-2
Cc1nc2ccc(Br)cc2c(=O)n1Cc1cccs1	5
CCN1CCN(S(=O)(=O)c2ccc(Cl)c(C(=O)N(CC(C)C)C3CCS(=O)(=O)C3)c2)CC1 (configuration not stated)	-9
CC1(C)CC(=O)C=C(c2n[nH]nc2-c2ccccc2)C1	7
COc1ccc(S(=O)(=O)N2CCN(c3cnccn3)CC2)cc1	-8
COCCn1c(SCC(=O)Nc2ccc(F)cc2F)nc2c(c1=O)SCC2	-2
Cc1ccc(CN2CCC(C(=O)c3ccc(F)cc3)CC2)cc1	6
CC(CCc1ccccc1)NC(=O)C1CCC1 (configuration not stated)	-4
O=C1OCC(O)=C1Cc1ccccc1	1
COc1ccccc1NC(=O)C(C)N(C)CC(=O)Nc1cccc2ccccc12 (configuration not stated)	-2
CCN(c1ccccc1)S(=O)(=O)c1cc(C(=O)NCC(c2ccc(OC)cc2)N(C)C)ccc1C (configuration not stated)	-15
COc1ccc(-c2cc(C(=O)N/N=C/c3cccnc3)c3ccccc3n2)c(OC)c1	12

SMILES	RXFP1 antagonist
COc1cccc(C(=O)OCC(=O)NCC2CCCO2)c1 (configuration not stated)	-4
Cc1ncc([N+](=O)[O-])n1C	6
COc1ccc(NC(=O)C[C@H]2C(=O)N(c3ccc(Br)cc3)C[C@@H]2c2ccc(OC)cc2)cc1	2
CCOC(=O)c1c(C)[nH]c(C)c1C(=O)COC(=O)c1cccnc1Cl	0
NC(CSC1(c2cccc3ccccc23)c2ccccc2-c2ccccc21)C(=O)O (configuration not stated)	-23
COc1ccc(NC(=O)C[C@H]2C(=O)N(C3CCCCC3)C[C@@H]2c2ccc(OC)cc2)cc1	-1
CC1CN(C(=O)COC(=O)/C=C/c2ccccc2)CC(C)O1 (configuration not stated)	13
CC(C)(C)NCC(O)COc1ccc(NC(=O)NC2CCCCC2)cc1 (configuration not stated)	5
Cc1cccc(NC(=O)CSc2cccc[n+]2[O-])c1C	9
CSCCC(NC(=O)c1ccccc1)C(=O)OCC(=O)NCc1ccco1 (configuration not stated)	-4
C[C@@H]1CN([C@H](C)CO)C(=O)c2cc(Br)cnc2O[C@@H]1CN(C)C(=O)C1CCOCC1	2
Nc1cccc2c1CN(C1CCC(=O)NC1=O)C2=O (configuration not stated)	15

Some of these compounds in order of count of non-hydrogen atoms, ascending.
SMILES	RXFP1 antagonist
Cc1cccc(NC(=O)CSc2cccc[n+]2[O-])c1C	9
CC(C)(C)NCC(O)COc1ccc(NC(=O)NC2CCCCC2)cc1 (configuration not stated)	5
CSCCC(NC(=O)c1ccccc1)C(=O)OCC(=O)NCc1ccco1 (configuration not stated)	-4

Additional compounds.
SMILES	RXFP1 antagonist
Cc1c(NC(=O)C(C)Oc2ccc(Br)cc2)c(=O)n(-c2ccccc2)n1C (configuration not stated)	3
Brc1ccc(CN2CCCCCC2)cc1	10
COc1ccccc1CNC(=O)COC(=O)c1ccc(C(=O)c2ccccc2)cc1	-12
CCCc1cc(=O)[nH]c(SCC(=O)Nc2cc(S(=O)(=O)N(CC)c3ccccc3)ccc2Cl)n1	0
C[C@H]1CN([C@@H](C)CO)S(=O)(=O)c2ccc(C#Cc3cccnc3)cc2O[C@@H]1CN(C)C(=O)Nc1ccc2c(c1)OCO2	2
Cc1ccc(NC(=O)CSc2nnc3n2CCCCC3)cc1S(=O)(=O)N1CCOCC1	2
NNc1ccc([N+](=O)[O-])c2[nH][nH]c(=O)c12	-13
Cc1csc(CN(C)C(=O)CC2C(=O)NCCN2Cc2ccccc2C)n1 (configuration not stated)	-1
C[C@H](CO)N1C[C@H](C)[C@@H](CN(C)Cc2ccc(-c3ccccc3)cc2)Oc2ncc(C#C[C@@H](C)O)cc2C1=O	-11
N#CC1=C(SCC(=O)Nc2ccccc2)NC(=O)CC1c1ccco1 (configuration not stated)	-13
CCOC(=O)c1cc2c(OC)c(OC)ccc2c2[nH]cc(C#N)c(=O)c12	-1
O=C(Nc1cccc(F)c1)c1cc(-c2ccco2)nc2ccccc12	-7

3 entries from above, arranged by the number in RXFP1 antagonist, ascending:
SMILES	RXFP1 antagonist
CCCc1cc(=O)[nH]c(SCC(=O)Nc2cc(S(=O)(=O)N(CC)c3ccccc3)ccc2Cl)n1	0
O=C(Nc1ccc(N2CCCC2)c(Cl)c1)c1ccccc1F	1
N#CC(CC(=O)OCc1ccccc1)NC(=O)OCc1ccccc1 (configuration not stated)	5

(continued)
SMILES	RXFP1 antagonist
O=C1Cc2c([nH]c3ccc(Br)cc23)-c2ccccc2N1	-1
Cc1ccc(S(=O)(=O)Nc2c(C)n(C)n(-c3ccccc3)c2=O)cc1C(=O)NCc1ccco1	-6
O=C(OCc1ccccc1Cl)c1cc([N+](=O)[O-])ccc1N1CCOCC1	3
CN1NC(=O)CC1c1ccccc1 (configuration not stated)	10
c1ccc(Cn2ccnc2C2OCCO2)cc1	-3
Cc1ccc(S(=O)(=O)N2CCOCC2)cc1C(=O)NC1=NCCS1	1
O=C(COc1cc(F)ccc1[N+](=O)[O-])NCC1CCCO1 (configuration not stated)	2
CCCCn1c(N)c(N(CC)C(=O)CCNC(=O)c2ccc(Cl)cc2)c(=O)[nH]c1=O	4
COCCn1cnc2c1c(=O)n(CC(=O)NC1CCCCC1)c(=O)n2Cc1ccccc1	6
COc1ccccc1NC(=O)CNC(=O)CC12CC3CC(CC(C3)C1)C2	-16
O=C(c1ccc(F)cc1)c1cccc(C(=O)c2ccc(F)cc2)n1	-7

Screens as filed in PubChem BioAssay.

A portion of the library, so the mix of outcomes need not match the whole.
